FEN1 inhibitor = inhibitors of human flap endonuclease 1; Recombinant FEN1 flap cleavage, fluorescence, 15 min; Potency, µM (series often up to 114 µM), for the others: at the highest dose activity change, negative = inhibition, most hits filed as inhibitors; 0.35% of 390,000 active; P39748; note: nearly all actives have a fitted effect of over 65% in size
Target sequence (P39748 whole entry, looked up): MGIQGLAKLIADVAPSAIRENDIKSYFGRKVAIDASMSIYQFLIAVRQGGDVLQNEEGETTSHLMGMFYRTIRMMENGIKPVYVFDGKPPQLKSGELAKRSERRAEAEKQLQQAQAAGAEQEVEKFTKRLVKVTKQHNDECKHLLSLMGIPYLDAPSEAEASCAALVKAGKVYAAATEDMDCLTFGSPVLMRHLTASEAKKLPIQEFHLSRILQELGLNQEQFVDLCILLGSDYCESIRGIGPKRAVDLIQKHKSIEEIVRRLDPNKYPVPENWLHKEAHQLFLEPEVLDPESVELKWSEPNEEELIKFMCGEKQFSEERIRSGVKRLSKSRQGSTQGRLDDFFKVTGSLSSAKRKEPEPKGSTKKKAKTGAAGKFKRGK
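Steps: FEN1 (10 nM) dispensed; compound added by pin tool; 15 min at room temperature; substrate added to 50 nM final; reads at 0 min and 15 min; data normalized and fitted (four-parameter Hill).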
TDP1 cell CPT = DT40-hTDP1 cell growth loss with CPT; chicken DT40 Tdp1-/-;hTDP1 cells + 20 nM CPT, ATP luminescence, 48 h; Potency, µM (series often up to 46.2 µM), without a hit: at the top dose activity change, negative = growth inhibition, actives largely listed as inhibitors; 12% of 420,000 active; note: nearly all actives have a fitted effect of over 55% in size
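Chicken DT40 Tdp1-/- cells complemented with human TDP1, 400 cells/well, exposed to compounds plus 20 nM camptothecin for at least 48 h at 37 C; viability read as ATP content by CellTiter-Glo luminescence.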
N370S GC = inhibitors or activators of N370S glucocerebrosidase for Gaucher disease; P04062; AID 2101; 0.092% of 330,000 active; N370S GC spleen homogenate, 4MU-glucoside fluorescence; Potency, µM (doses to about 59.4 µM), without a hit: at the top dose activity change, negative = inhibition, most hits filed as inhibitors;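 note: 0% = full enzyme activity and -100% = no enzyme basal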
Numbers without * were called inactive; ? = inconclusive; . = no result given; & = joins results of further samples; [ ] = dose if it differs, or a comment. Calls come from the whole dose curve; as a rule, active = well fitted curve in the direction sought with a large enough effect; inconclusive = small, poorly fitted or top-dose-only effect, or another doubt; inactive = no such curve, though single readings can be large; an effect the other way counts as inactive or inconclusive. Unless noted, % is set by controls: 0 for no effect and ±100 for the full control effect; potency is the fitted concentration of half-maximal effect. The list is partial (hit frequency here may not be typical).

no. | Compound | FEN1 inhibitor | TDP1 cell CPT | N370S GC
1 | Cc1ccc(CC2C(=O)N(c3nc(C)cc(C)n3)C(=O)C2C)cc1 (stereo not drawn) | 4% | 1% | 16%
2 | O=C(c1ccccc1)c1cnc(Nc2ccccc2Cl)s1 | -24% | -22% | 8%
3 | COC(=O)c1cc(C)sc1NC(=O)C1C2C=CC(CC2)C1C(=O)O (stereo not drawn) | 0% | -5% | 0%
4 | CC(C)=C[C@@H]1C[C@H](C)[C@H]2CC[C@H](C)c3c(O[C@@H]4O[C@@H](C)[C@@H](O)[C@@H](O)[C@@H]4O)c(O)c(C)c1c32 | -15% | ? | .
5 | c1ccc(COc2cccc(CN3CCc4ccccc4C3)c2)cc1 | 0% | -10% | -20%
6 | O=C(COC(=O)Cc1ccc(F)cc1)NC1CCS(=O)(=O)C1 (stereo not drawn) | -1% | 12% | -1%
7 | C=C(C)COc1ccc(-c2ncncc2-c2ccccc2OC)c(O)c1 | -14% | ? | 5%
8 | Cc1ccccc1OCC(=O)Nc1ccc(OCc2cc(=O)n3ccsc3n2)cc1 | -1% | 0% | .
9 | CCn1c(=O)cc(OCC(=O)Nc2cccc(C)n2)c2ccccc21 | 8% | -10% | -1%[12.8 µM]
10 | O=C(N/N=C/c1cn(-c2ccccc2)nc1-c1ccccc1)c1ccco1 | ? | ? | 5%

By substructure: the compounds so far containing a halogen (2)
no. | Compound | FEN1 inhibitor | TDP1 cell CPT | N370S GC
2 | O=C(c1ccccc1)c1cnc(Nc2ccccc2Cl)s1 | -24% | -22% | 8%
6 | O=C(COC(=O)Cc1ccc(F)cc1)NC1CCS(=O)(=O)C1 (stereo not drawn) | -1% | 12% | -1%

(next part)
no. | Compound | FEN1 inhibitor | TDP1 cell CPT | N370S GC
11 | COc1cc(C(=O)N2CCC(c3nc4ccccc4s3)CC2)cc(OC)c1OC | 4% | ? | .
12 | O=c1c(-c2ccccc2)nc2cnc(Oc3ccccc3)nc2n1C[C@H]1CCCO1 | . | ? | 15%
13 | CN1C(=S)SC(N(O)C(=O)Nc2ccccc2)C1(C)C (stereo not drawn) | -2% | 0% | 2%
14 | COc1ccccc1NS(=O)(=O)c1cccc(C(=O)N/N=C(\C)c2ccncc2)c1 | -1% | -10% | -2%
15 | Cc1ccc(-n2c(=O)[nH]c3c(C(N)=O)nc(CC(C)C)nc32)cc1 | -2% | -23% | 11%
16 | Cc1oc(C(=O)O)cc1CSc1nnc(-c2ccccc2)n1C | 9% | -9% | -15%
17 | COc1cccc(/C=N/NC(=O)Cn2cnc3c2c(=O)n(C)c(=O)n3C)c1OC | 0% | -7% | 6%
18 | CC1CCCCN1C(C(=O)O)c1ccccc1 (stereo not drawn) | -6% | -3% | 1%
19 | CC(C)C[C@H]1CN=C(Nc2ccccc2)N1CCC1CCCCC1 | -8% | ? | -4%
20 | C[C@H]1CN([C@@H](C)CO)C(=O)c2cc(NC(=O)CCN3CCOCC3)ccc2O[C@H]1CN(C)C(=O)Nc1ccc(F)cc1 | 8% | -4% | .

The listing continues:
no. | Compound | FEN1 inhibitor | TDP1 cell CPT | N370S GC
21 | CSCCCNC(=S)Nc1cccc(S(=O)(=O)NC2=NCCC2)c1 | 7% | 7% | -6%
22 | COc1cc(Nc2ncc3c(n2)CCN(Cc2cc(Br)cs2)C3)cc(OC)c1 | -3% | 16µM* | .
23 | CC(=O)Nc1cccc(C(=O)NNC(=O)c2ccccc2-n2cccc2)c1 | -2% | -7% | .
24 | COc1ccc(NC(=O)CCn2c(-c3ccc(F)cc3)cc(C(C)=O)c2C)c(OC)c1 | 11% | ? | .
25 | COc1ccc(NC(=O)N(Cc2cc3cc(C)ccc3[nH]c2=O)CC2CCCO2)cc1 (stereo not drawn) | -19% | 18µM* | -8%
26 | CCC(=O)c1ccc(OCC(O)CN2CC(C)OC(C)C2)cc1 (stereo not drawn) | -2% | 9% | -1%
27 | COC(C[C@H](O)[C@H](C)[C@@H](O)COCc1ccccc1)OC | -15% | -3% | 19%
28 | CC1(NC(=O)NCc2ccccc2)CCS(=O)(=O)C1 (stereo not drawn) | -24% | -6% | -18%
29 | CC(=O)c1cccc(N(C(=O)CNC(=O)c2ccco2)C(C(=O)NCC2CCCO2)c2ccccc2)c1 (stereo not drawn) | -1% | 4% | -9%
30 | Cc1cc(C)n2nc(C(=O)OCC(=O)NC(=O)c3ccccc3)nc2n1 | 3% | 0% | -2%

More records follow.
no. | Compound | FEN1 inhibitor | TDP1 cell CPT | N370S GC
31 | O=C(CSc1ncn[nH]1)Nc1nc(-c2ccccc2)ns1 | 0% | -17% | -7%
32 | Nn1c(SCC(=O)N2CCOCC2)nnc1-c1cccnc1 | -15% | -3% | .
33 | Cc1cccc(OCCNc2ccc([N+](=O)[O-])cn2)c1 | 0% | -21% | -1%
34 | O=C(NNC(=O)c1cccc2ccccc12)c1cccc(F)c1 | 10% | 8% | .
35 | COc1ccc(C)cc1NC(=O)C1CCCN(S(=O)(=O)c2ccc3c(c2)CCCN3C(C)=O)C1 (stereo not drawn) | 15%&0% | ? | -8%
36 | Cc1cnc(CNC(=O)C2CCC(=O)N(CCc3ccc(Cl)cc3)C2)cn1 (stereo not drawn) | -2% | -17% | 1%
37 | CC(C)OCCCN1CN(S(=O)(=O)c2cccc(Cl)c2)c2nc3ccccc3nc21 | -23% | -11% | 23%
38 | CCC(=O)c1ccc(OCC(O)CNC(C)c2ccccc2)cc1 (stereo not drawn) | -20% | ? | 5%
39 | COC(=O)c1cc(C(=O)Nc2ccc(C)cn2)cc([N+](=O)[O-])c1 | 3% | -21% | 23%
40 | CC1CCN(CC(=O)Nc2cccc([N+](=O)[O-])c2)CC1 | 6% | -17% | 4%

The list goes on:
no. | Compound | FEN1 inhibitor | TDP1 cell CPT | N370S GC
41 | CC(=O)N(C1=C(N)C(=O)c2ccccc2C1=O)c1ccccc1 | 11% | 23µM* | -4%
42 | CC(=O)Nc1ccc2c(c1)C(=O)c1ccc(Cl)cc1-2 | 10% | -23% | .
43 | COCCCNC(=O)c1cn(CC(C)C)c(=O)c2c1c1ccccc1n2C | 10%&17% | ? | 3%[12.8 µM]
44 | Cc1ccc(O)c(CP(=O)(c2ccccc2)c2ccccc2)c1 | -10% | ? | -22%
45 | Cc1cc(Cl)ccc1OC(C)C(=O)Nc1ccc(S(=O)(=O)N2CCOCC2)cc1 (stereo not drawn) | 7% | ? | .
46 | CCC1(C)Cc2ccccc2-c2nc3n(c(=O)c21)CC(C(=O)O)S3 (stereo not drawn) | 2% | 3% | -27%
47 | C=CCOC(=O)C1=C(C)N=C2SCCC(=O)N2C1c1ccc(OC(=O)c2ccco2)cc1 (stereo not drawn) | -21% | -24% | -2%
48 | NC(=O)NC(Cc1ccccc1)C(=O)N1CCN(S(=O)(=O)c2ccc(Cl)cc2)CC1 (stereo not drawn) | -3% | -1% | .
49 | Brc1ccc2nc(N3CCN(c4ccccc4)CC3)sc2c1 | 5% | 3% | 5%
50 | COc1ccccc1C(=O)N/C(=C\c1ccc(Br)cc1)C(=O)NCCCO | 1% | 4% | 5%

Reformatted: 4 of the compounds above
46	CCC1(C)Cc2ccccc2-c2nc3n(c(=O)c21)CC(C(=O)O)S3 (stereo not drawn)
  FEN1 inhibitor: 2%; TDP1 cell CPT: 3%; N370S GC: -27%
43	COCCCNC(=O)c1cn(CC(C)C)c(=O)c2c1c1ccccc1n2C
  FEN1 inhibitor: 10%&17%; TDP1 cell CPT: ?; N370S GC: 3%[12.8 µM]
45	Cc1cc(Cl)ccc1OC(C)C(=O)Nc1ccc(S(=O)(=O)N2CCOCC2)cc1 (stereo not drawn)
  FEN1 inhibitor: 7%; TDP1 cell CPT: ?; N370S GC: .
44	Cc1ccc(O)c(CP(=O)(c2ccccc2)c2ccccc2)c1
  FEN1 inhibitor: -10%; TDP1 cell CPT: ?; N370S GC: -22%

Down the list, as entered above:
FEN1 inhibitor for entries 44 to 47, in order: -10%, 7%, 2%, -21%
TDP1 cell CPT for entries 44 to 47, in order: ?, ?, 3%, -24%

Next section:
no. | Compound | FEN1 inhibitor | TDP1 cell CPT | N370S GC
51 | CCc1ccccc1NC(=O)c1nnn(CC(=O)Nc2cccc(C)c2)c1N | 0% | -3% | 2%
52 | O=C1NC(=S)N/C1=C/c1cc([N+](=O)[O-])ccc1N1CCOCC1 | -3% | 14% | -12%
53 | CCOC(=O)C1CCN(S(=O)(=O)c2ccc3oc(=O)ccc3c2)CC1 | 4% | 1% | -13%
54 | CCN(CC)S(=O)(=O)c1ccc(NN=C2CCN(C(C)C)CC2)c([N+](=O)[O-])c1 | -2% | ? | -1%
55 | C/C(=N\OCC(=O)OC(C)C(=O)Nc1ccc(C)c(S(=O)(=O)N2CCOCC2)c1)c1ccc2c(c1)OCO2 (stereo not drawn) | 11% | -14% | .
56 | CCN1C(=O)c2cccc3c(NC(=O)c4cccc(N5C(=O)CCC5=O)c4)ccc1c23 | 13% | -21% | -4%
57 | CCOC(=O)N1CCN(C(=O)c2ccc3c(=O)n(CCc4ccccc4)c(=S)[nH]c3c2)CC1 | -1% | -18% | 8%
58 | COc1cccc(COC(=O)c2ccc3c(=O)n4c(nc3c2)CCC4)c1OC | -9% | 13% | -3%
59 | CCC(=O)N1CCc2cc(Br)cc(S(=O)(=O)NCCN3CCCCC3C)c21 (stereo not drawn) | -14% | 4% | -6%
60 | Cc1nc(SCC(=O)N2CC(=O)Nc3ccccc32)nc(C)c1C | -8% | 4% | 0%

The list continues:
no. | Compound | FEN1 inhibitor | TDP1 cell CPT | N370S GC
61 | O=C(COc1ccc(S(=O)(=O)NCc2ccccc2)cc1Cl)N1CCOCC1 | -19% | 2% | -9%
62 | COc1cc(/C=C/C(=O)OCC(=O)NCCc2ccccc2)ccc1OC(F)F | -11% | 9% | -3%
63 | Cc1nc2c(C#N)c(C)[nH]n2c(=O)c1Cc1ccccc1 | -2% | -18% | 11%
64 | CC(=O)OC(C)CS(=O)(=O)c1ccccc1 (stereo not drawn) | 0% | 0% | -1%
65 | CCOc1ccc2cc(C#N)c(SCC(=O)N3CCC(C)CC3)nc2c1 | -1% | ? | 12%
66 | O=c1c(Cc2ccccc2O)c(O)nc2n1CCCS2 | -2% | ? | 10%
67 | Cc1nc(NC(=O)c2ccc3c(c2)OCO3)ccc1Br | 2% | -14% | 14%
68 | CCOc1ccccc1C1NC(=O)NC(C)=C1C(=O)OC1CCCCC1 (stereo not drawn) | -10% | ? | 3%
69 | COc1ccc(C)cc1S(=O)(=O)N(C)CC(=O)N1CCCCC1 | 4% | -25% | .
70 | Cc1ccc(S(=O)(=O)CCC(=O)Nc2ccc(OC(F)(F)F)cc2)cc1 | 7% | 21µM* | .

The list goes on:
no. | Compound | FEN1 inhibitor | TDP1 cell CPT | N370S GC
71 | CCCN(C(=O)c1ccc(-n2cncn2)c([N+](=O)[O-])c1)C1CCS(=O)(=O)C1 (stereo not drawn) | 17% | -11% | .
72 | O=C(COc1ccccc1)Nc1c2c(nn1-c1ccccc1)CS(=O)(=O)C2 | -9% | 14% | -1%
73 | CCn1nc(C)c2c(-c3ccccc3)cc(=O)n(C(C)C(=O)NCCc3ccc(OC)c(OC)c3)c21 (stereo not drawn) | 7% | ? | .
74 | CCCN1CCC(NCC(C)c2ccccc2)CC1 (stereo not drawn) | 3% | -29% | -3%
75 | CCOCCCNC(=O)/C(C#N)=C/c1cc(OC)c(O)c([N+](=O)[O-])c1 | -14% | 3.7µM* | -2%
76 | Cc1ccc(CNC(=O)c2c(-c3ccccc3Cl)noc2C)cc1 | 17% | ? | 0%
77 | O=C(c1cc(-c2ccc(Cl)cc2)n[nH]1)N1CCc2ccccc2C1 | -2% | -15% | -3%
78 | Cc1ccc(C(=O)CSc2nc3ccccc3o2)cc1 | ? | 2% | ?
79 | O=C(Cc1ccccc1)NCC(=O)OCC(=O)c1cccc([N+](=O)[O-])c1 | 1% | ? | 5%
80 | Cc1ccc(C)c(N2C(=O)N(Cc3c(F)cccc3Cl)c3ccccc3S2(=O)=O)c1 | -15% | 18µM* | .

(cont.)
no. | Compound | FEN1 inhibitor | TDP1 cell CPT | N370S GC
81 | Cc1cc(C)cc(OCC(=O)NC(Cc2c[nH]c3ccccc23)C(=O)O)c1 (stereo not drawn) | -16% | -22% | .
82 | COc1ccc(/C(N)=N/OC(=O)CSc2ccccc2)cc1OC | -9% | -3% | 7%
83 | O=C(Cc1ccccc1)CC1(O)C(=O)Nc2ccccc21 (stereo not drawn) | 0% | 0% | -3%
84 | Cc1c(/C=N\NC(=O)c2cccc(F)c2)cnn1C | -2% | 1% | 0%
85 | CCOC(=O)c1c(CN2CCOCC2)oc2ccc(OC)cc12 | 3% | -20% | 4%
86 | COc1ccc(-n2c(N)c(-c3nc4ccccc4n3C)sc2=S)cc1 | -1% | -21% | -14%
87 | COc1cccc(C(=O)Nc2ccc(S(=O)(=O)NCc3ccco3)cc2)c1 | -13% | ? | 5%[2.35 µM]
88 | COc1ccc(C(=O)OCC(=O)NC2CC2)cc1S(=O)(=O)N(C)Cc1ccccc1 | 4% | 4% | -7%
89 | Cc1[nH]c(=O)[nH]c1C(=O)CCCCC(=O)OCC(=O)Nc1ccccn1 | -4% | 1% | 2%
